ABCG2 block = human ABCG2 inhibition, ABCB1 as counter-screen; IgMXP3 cells, JC-1 efflux, flow cytometry; inhibition, % at 6.6 µM; 190,000 compounds, 0.1% hits; AID 1325;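 active = inhibition above 80%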;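 also: 0% = DMSO and 100% = nicardipine control wells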
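Assay system – ABCG2 IgMXP3 and barcoded ABCB1 CCRF-Adr cell mix · Input – 3 million cells/mL in well · Reagent – JC-1 fluorescent substrate · Compound – single test compound dose, 6.6 µM final · Timing – 10 min exposure at 25 °C with rotation, no wash · Detection – flow cytometry of retained JC-1 fluorescence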
Rab7 wt modul = alters GTP binding to wildtype dog Rab7; 190,000 compounds, 0.055% hits; GST-Rab7 beads, fluorescent GTP binding, flow cytometry; actives lie on both sides; untreated = 100%, excess cold GTP = 0%; GTP binding activity (percent of control), % at 10 µM; AID 758;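 active = fluorescent GTP binding to Rab7 beads changed by at least 20 points from the 100% baseline, either direction, mostly lower; inconclusive = compound itself probably fluorescent, or too few beads counted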;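 also: median green fluorescence of bound Bodipy-FL-GTP per Rab7 bead population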
Pf gametocyte = P. falciparum stage V gametocyte viability inhibition; P. falciparum stage V gametocytes, ATP luminescence, 24 h; 150,000 compounds, 0.065% hits; inhibition, % at 10.9 µM;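 active = inhibition above the mean plus 3 SD of compounds within the control limits, set per campaign, cut at about 38% in these data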;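 also: 0% = DMSO wells and 100% = medium only without gametocytes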
HRas wt GTP bind = changes GTP binding to wildtype human HRas | P01112 | GST-Ras wt beads, Bodipy-FL-GTP binding, flow cytometry; actives lie on both sides | GTP binding activity, % at 10 µM | 190,000 compounds, 0.14% hits;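 active = GTP binding activity at least 20% away from the 100% baseline, either lowered as inhibitor or raised as activator; inconclusive = flagged as likely green fluorescent, judged across all proteins in the well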;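 also: 0% = unlabeled GTP competition control and 100% = no-compound control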
Rac1 act GTP bind = human Rac1 activated mutant GTP binding change. P63000. GST-Rac1 activated beads, fluorescent GTP binding, flow cytometry; actives lie on both sides; 100% means binding = to untreated wells. percent activity (GTP binding), % at 10 µM. 190,000 compounds, 0.11% hits;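 active = GTP binding at least 20 percentage points away from the 100% baseline, in either direction, so actives lie on both sides; inconclusive = Compound likely fluorescent itself, or too few beads counted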
Rac1 wt GTP bind = human Rac1 wildtype GTP binding, inhibitors and activators. 190,000 compounds, 0.27% hits. GST-Rac1 beads, fluorescent GTP binding, flow cytometry; actives lie on both sides; 0 = cold GTP competed, 100 = untreated. P63000. GTP binding activity (% of control), % at 10 µM. AID 757;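 active = GTP binding activity at least 20 points away from the 100% control level, either lower or higher; inconclusive = compound flagged as likely green fluorescent, judged across all proteins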
Rab2A wt mod = changes GTP binding to wildtype dog Rab2A, up or down | P61105 | GST-Rab2 wt beads, Bodipy-GTP binding, flow cytometry | GTP binding activity, % at 10 µM | 190,000 compounds, 0.19% hits;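 active = GTP binding activity at least 20 points away from 100%, either lowered or raised; inconclusive = signal likely due to the compound's own green fluorescence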;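 also: 0% = beads with excess unlabeled GTP and 100% = no-compound control corrected for plate trend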
Cdc42 wt = changes GTP binding to wildtype human Cdc42; AID 761; 190,000 compounds, 0.2% hits; GST-Cdc42 beads, Bodipy-GTP binding, flow cytometry; actives lie on both sides; percent activity (GTP binding), % at 10 µM; P60953;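 active = percent activity GTP binding at least 20 points away from the 100% baseline, either down as inhibitor or up as activator; inconclusive = compound flagged as likely green fluorescent from well-wide comparison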;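 also: median bead fluorescence of bound Bodipy-FL-GTP at 100 nM; 0% = excess unlabeled GTP control and 100% = no compound control; below 100% means less GTP binding so inhibitor and above means activator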
ABCB1 block = blocks JC-1 efflux by human ABCB1 transporter | CCRF-Adr cells, flow cytometry | 190,000 compounds, 0.067% hits | P08183 | inhibition, % at 6.6 µM; in the data active = inhibition above about 40%;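 also: 0% = vehicle and 100% = reference inhibitor; higher value means more JC-1 retained so stronger ABCB1 efflux block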
Target sequence (P08183 whole entry, looked up): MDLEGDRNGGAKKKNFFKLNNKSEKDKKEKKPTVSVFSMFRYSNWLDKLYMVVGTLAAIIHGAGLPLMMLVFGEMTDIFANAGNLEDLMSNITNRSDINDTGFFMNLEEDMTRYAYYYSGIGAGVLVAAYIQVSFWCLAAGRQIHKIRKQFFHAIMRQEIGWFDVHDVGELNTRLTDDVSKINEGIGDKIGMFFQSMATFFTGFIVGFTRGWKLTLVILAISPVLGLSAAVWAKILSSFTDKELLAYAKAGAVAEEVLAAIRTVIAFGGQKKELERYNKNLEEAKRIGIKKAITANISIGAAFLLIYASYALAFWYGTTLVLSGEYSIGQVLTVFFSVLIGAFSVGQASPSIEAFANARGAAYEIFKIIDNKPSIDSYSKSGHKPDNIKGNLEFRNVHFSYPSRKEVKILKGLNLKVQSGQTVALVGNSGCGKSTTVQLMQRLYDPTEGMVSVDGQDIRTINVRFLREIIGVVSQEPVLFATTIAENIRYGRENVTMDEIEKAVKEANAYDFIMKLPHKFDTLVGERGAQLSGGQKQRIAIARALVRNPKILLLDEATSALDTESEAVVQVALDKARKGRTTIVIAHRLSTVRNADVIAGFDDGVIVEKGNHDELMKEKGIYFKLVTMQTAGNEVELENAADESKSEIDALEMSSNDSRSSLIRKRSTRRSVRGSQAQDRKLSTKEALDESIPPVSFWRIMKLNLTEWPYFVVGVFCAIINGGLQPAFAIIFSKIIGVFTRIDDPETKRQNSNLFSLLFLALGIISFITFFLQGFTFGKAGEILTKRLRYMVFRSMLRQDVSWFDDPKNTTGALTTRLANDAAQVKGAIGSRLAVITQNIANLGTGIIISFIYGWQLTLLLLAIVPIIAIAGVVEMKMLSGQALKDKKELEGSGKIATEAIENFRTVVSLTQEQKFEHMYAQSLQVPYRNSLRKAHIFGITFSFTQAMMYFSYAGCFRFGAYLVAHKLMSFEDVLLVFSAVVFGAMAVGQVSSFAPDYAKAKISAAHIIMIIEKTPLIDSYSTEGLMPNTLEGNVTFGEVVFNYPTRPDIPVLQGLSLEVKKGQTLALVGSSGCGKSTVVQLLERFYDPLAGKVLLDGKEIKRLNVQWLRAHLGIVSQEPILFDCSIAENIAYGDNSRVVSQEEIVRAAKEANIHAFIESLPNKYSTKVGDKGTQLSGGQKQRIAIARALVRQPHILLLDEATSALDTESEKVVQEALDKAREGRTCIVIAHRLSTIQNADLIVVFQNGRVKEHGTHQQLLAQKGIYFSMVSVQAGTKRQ
Mcl1-Noxa inh = Mcl-1/Noxa interaction inhibition; Q07820; TR-FRET Mcl-1/Noxa peptide binding, 2 h; inhibition, % at 21.7 µM; 220,000 compounds, 1.5% hits; AID 1022;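 active = compounds that cut the protein-peptide binding signal by more than 50% relative to plate controls in a single-dose test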;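 also: His-tagged Mcl-1 with rhodamine Noxa BH3 peptide and terbium anti-His antibody; 0% = Mcl-1 plus Noxa peptide wells and 100% = peptide-only wells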
Avidin bead fluor = avidin bead compound fluorescence profile; AID 1775; fluorescence (KMESF) at 10 µM; 220,000 compounds, 0.38% hits; Avidin beads, compound fluorescence 488/530 nm, flow cytometry; active compounds read high; in the data active = fluorescence above about 47; also: inactives centre near 10
Numbers without * were called inactive; ? = inconclusive; nt = no result given; [ ] = another dose, or the depositor's remark.

SMILES	ABCG2 block	Rab7 wt modul	Pf gametocyte	HRas wt GTP bind	Rac1 act GTP bind	Rac1 wt GTP bind	Rab2A wt mod	Cdc42 wt	ABCB1 block	Mcl1-Noxa inh	Avidin bead fluor
N#Cc1ccc(-c2csc(NC(=O)c3ccc(S(=O)(=O)N4CCc5ccccc5C4)cc3)n2)cc1	0	103	16	102	100	103	98	101	0.2	-41	4
C/C=C/c1ccc(OCCCCN2CCC(C)CC2)c(OC)c1	1	101	15	96	96	97	95	95	2.1	9	9
Cc1noc(/C=C/N(C)C)c1S(=O)(=O)NC1CCCCC1	10	103	7	100	99	103	100	98	0.4	-5	24
COc1ccc(C(=O)Nc2ccc(N3CCN(C(C)=O)CC3)cc2)cc1[N+](=O)[O-]	1	100	-13	95	94	95	95	95	-0.1	17	8
O=C(c1cnn2c(C(F)(F)F)cc(-c3ccc4c(c3)OCO4)nc12)N1CCCC1	46	99	-10	99	95	102	100	99	4.0	16	7
Oc1ccccc1/C=N/c1c(-c2ccco2)nc2ccccn12	2	100	-25	98	98	97	99	99	0.5	35	0
Fc1cccc(C[n+]2csc3ccccc32)c1	3	101	-41	99	97	103	98	97	1.0	-11	13
CCn1ccc(C(=O)Nc2ccccc2SC)n1	12	105	14	98	93	101	100	96	0.6	-9	6
CCc1cccc2c(C=C(C#N)C#N)cn(CC(=O)N3CCCCCC3)c12	12	99	-31	101	99	106	99	99	1.4	2	12
Cc1ccc(S(=O)(=O)/N=C(\CN2CCOCC2)N2CCOCC2)cc1	-1	108	-9	107	100	110	105	104	0.0	-1	14
Cc1cccc2nc(Cn3c(=O)n(CCC(=O)NCc4ccco4)c(=O)c4sccc43)cc(=O)n12	1	100	11	101	98	101	99	101	0.2	10	5
Cn1c(CN2CCCC2)nc2cc(NC(=O)Nc3ccccc3)ccc21	23	100	-18	99	99	103	97	103	2.1	9	7
O=C(NCc1ccco1)c1cnc2ccccn2c1=O	2	98	nt	102	100	104	99	104	0.2	8	18
COc1ccccc1/C=C\C=N\NC(=O)CCn1nnc2ccccc21	21	99	-11	101	100	103	98	103	0.5	-18	8
CSc1nc2ccc(N3C(=O)C4CCCCC4C3=O)cc2s1 (stereo unspecified)	5	99	-1	105	100	104	103	105	1.2	-14	10
CC(=O)Cc1nsc(NC(=O)c2cccc(F)c2)n1	-1	102	nt	101	93	100	98	97	-0.3	15	24
O=C1CC(=O)CC(c2ccccc2Cl)C1	1	98	2	99	97	103	99	96	0.1	0	30
COC(=O)c1ccc(N2CCN(C)CC2)c(NC(=O)COc2ccc(OC)cc2)c1	7	102	-25	99	98	104	98	99	2.1	27	7
CC(=O)c1c(C)[nH]c(C(=O)NCc2ccco2)c1C	1	?	9	?	?	?	?	?	0.0	30	10
CCCc1nc2ccc(NC(=O)NCCC(=O)OCC)cc2c(=O)n1Cc1cccc(Cl)c1	14	98	nt	101	97	105	97	99	1.1	-19	40
CC(C)CCNC(=O)CSc1nnc(-c2ccc(S(=O)(=O)N3CCCC3)cc2)n1C	15	99	nt	100	100	103	97	98	-0.4	-10	12
COc1ccccc1NC(=O)C(=O)N/N=C/c1cccs1	2	99	7	100	100	104	98	102	0.4	8	12
O=C(NCc1ccc2c(c1)OCO2)c1cccc(S(=O)(=O)N2CCOCC2)c1	5	93	4	93	91	89	91	92	0.1	nt	12
Cc1nn(Cc2ccc([N+](=O)[O-])cc2)c(=O)n1-c1ccc(F)cc1	3	96	16	100	94	96	97	101	0.5	-3	35
Brc1ccccc1OCCCCCN1CCCC1	2	92	nt	95	95	93	95	98	0.6	nt	8
CN(C)c1nc2n(c(=O)n1)C(C#N)CS2 (stereo unspecified)	0	101	nt	101	100	107	102	102	0.8	-28	23
Cc1ccc2[nH]c(=O)c(C(c3nnnn3C(C)(C)C)N(Cc3ccco3)CC3CCCO3)cc2c1 (stereo unspecified)	0	97	nt	101	96	97	98	99	1.7	22	6
COC(=O)c1ccc(CN2CCN(CCCc3ccccc3)C(CCO)C2)cc1 (stereo unspecified)	7	97	5	97	97	100	97	99	0.7	20	2
O=C(NC1CCCC1)c1cnn2c(C(F)(F)F)cc(-c3ccc4c(c3)OCO4)nc12	36	101	nt	100	99	106	99	102	2.5	16	9
CCOc1ccc(N2C(=O)/C(=C/c3ccccc3)N=C2SC)cc1	2	96	-11	95	96	96	96	97	-1.4	-1	13
CCOC(=O)Cc1nc2ccccc2[nH]1	-4	100	23	102	99	103	101	102	-0.6	-2	12
CC(Sc1nnc(-c2ccc(C(C)(C)C)cc2)n1C)C(N)=O (stereo unspecified)	3	96	nt	99	98	101	97	101	1.2	11	4
COc1cc(C(=O)N2CCN=C2c2ccccc2)cc(OC)c1OC	0	100	nt	100	97	99	101	99	-0.2	7	7
Nc1nnnn1CC(=O)N/N=C/c1ccc(-c2cccc(Cl)c2)o1	3	93	16	93	95	96	92	95	0.8	39	11
Cc1ccc2c(c1)C1CN(C)CCC1N2C(=O)COc1ccc(N(C)C(=O)c2ccccc2)cc1 (stereo unspecified)	2	96	-23	96	95	97	98	95	0.2	6	22
CS(=O)(=O)c1ccc(Cl)c(NC(=O)c2cccc(Br)c2)c1	1	99	-6	102	104	106	102	106	0.7	12	12
CCCCCN(C(=O)NC(=O)Nc1ccc(C)cc1C)S(C)(=O)=O	7	102	7	97	92	94	96	94	0.4	-6	10
O=S(=O)(c1ccc(Nc2ccc(-c3ccc4c(c3)OCCO4)nn2)cc1)N1CCCC1	0	97	-15	103	104	110	99	107	-0.4	0	15
O=C(O)c1ccccc1NCCO	3	105	-31	101	99	103	101	102	1.7	15	4
COC(=O)Cc1ccc(NC(=O)c2ccc(C(C)(C)C)cc2)cc1	2	105	-5	102	98	106	101	100	0.4	12	11
Cn1cnnc1SCC(=O)N1CCC(Cc2ccccc2)CC1	0	96	nt	99	100	101	97	102	0.1	-4	8
O=S(=O)(Nc1cccc2cn[nH]c12)c1ccc(F)cc1	5	93	9	94	92	91	92	95	0.3	nt	12
Cn1c(=O)c2c(nc(SCC(=O)O)n2Cc2cccc(C(F)(F)F)c2)n(C)c1=O	-1	100	-1	104	98	104	100	104	-0.1	10	11
Cc1ccccc1-c1nc(CS(=O)(=O)CC(=O)NCCCN2CCCC2)c(C)o1	1	103	nt	100	99	103	100	100	0.1	16	7
CC(C)NC(=O)C(C)n1cccc1C(=O)c1ccccc1 (stereo unspecified)	6	97	nt	100	99	100	100	101	0.7	-14	10
COc1cccc(NC(=O)Cn2c(=O)n(-c3ccccc3)c(=O)c3sccc32)c1	6	99	-18	96	95	95	95	95	1.0	-2	11
COc1ccc(C2C(C(=O)NC(C)C)c3ccccc3C(=O)N2C)cc1OC (stereo unspecified)	1	94	-30	95	96	98	97	94	0.0	-22	54*
O=C(O)c1cc([N+](=O)[O-])ccc1NCc1ccccc1Cl	4	114	-12	125*[activator]	133*[activator]	146*[activator]	129*[activator]	129*[activator]	-0.6	0	7
COc1ccc(-n2cnc3scc(-c4ccc(OC)c(OC)c4)c3c2=O)cc1	3	96	10	96	98	100	99	97	0.9	15	9
COc1ccc(CNC(=O)Cn2cncn2)cc1OC	4	94	4	93	93	95	94	91	1.0	11	14
CN(c1ccccc1)S(=O)(=O)c1cccc(NS(=O)(=O)c2ccc(/C=C/C(=O)O)cc2)c1	0	99	0	98	95	104	98	102	-0.3	7	10
Cc1cccc(OCC(=O)N/N=C\c2cc3c(cc2[N+](=O)[O-])OCO3)c1C	15	98	nt	103	95	103	97	101	-0.4	-1	15
O=C1CCc2cc(S(=O)(=O)N3CCN(c4cccc(Cl)c4)CC3)ccc2N1	7	97	nt	95	96	97	94	95	2.6	0	22
COc1ccc(NC(=O)NCc2ccncc2)cc1	2	101	-9	100	99	103	100	102	0.2	11	13
CN1CCN(CCCNC(=O)c2cc3c(=O)oc4ccccc4c3s2)CC1	15	103	-5	102	100	107	103	100	0.8	24	32
O=C(OCc1cnc(Cl)s1)c1c(F)cccc1F	1	103	-18	97	95	99	95	94	0.0	3	10
Cc1ccc(/C=N/NC(=O)c2cccc([N+](=O)[O-])c2)o1	8	98	4	97	98	102	97	103	-0.2	14	11
CC(=O)c1c(C)[nH]c(C(=O)COC(=O)CN(C)S(=O)(=O)c2ccc(Cl)cc2)c1C	5	99	nt	100	97	101	98	100	1.1	6	7
COc1ccc(CCNC(=O)c2cc(C(C)C)on2)cc1OC	9	103	nt	103	101	106	103	101	0.2	-10	22
CCOC(=O)N1CCN(S(=O)(=O)c2cc(Br)cc3c2N(C(=O)CC)CC3)CC1	1	100	nt	101	97	100	100	102	0.6	14	6
(list continues)
SMILES	ABCG2 block	Rab7 wt modul	Pf gametocyte	HRas wt GTP bind	Rac1 act GTP bind	Rac1 wt GTP bind	Rab2A wt mod	Cdc42 wt	ABCB1 block	Mcl1-Noxa inh	Avidin bead fluor
CCOC(=O)c1[nH]c(C)c(C(=O)N2CCN(c3ccc(OC)cc3)CC2)c1C	5	96	9	99	95	102	98	97	1.2	8	8
Cn1cc(Br)c(C(=O)NNC(=O)Nc2ccccc2C(F)(F)F)n1	3	94	nt	93	96	99	94	95	0.2	16	9
Cc1cc(=O)oc(C)c1C(=O)NC12CC3CC(CC(C3)C1)C2	3	101	nt	100	98	102	100	99	1.1	3	6
COc1cccc(C2/C(=C(\O)c3ccc4c(c3)OCCO4)C(=O)C(=O)N2CCN(C)C)c1 (stereo unspecified)	14	101	nt	101	102	109	103	104	1.1	6	10
CC1CC(=O)N(C)c2ccc([N+](=O)[O-])cc2N1 (stereo unspecified)	4	97	nt	99	100	102	97	101	0.9	2	3
COc1ccc(Sc2ccccc2CN(C)C)cc1OC	40	101	3	98	97	101	101	99	1.5	17	18
O=C(CCNS(=O)(=O)c1cccc2nsnc12)N1CCc2ccccc21	5	98	7	98	96	97	98	100	0.6	13	16
O=[N+]([O-])c1ccc(N2CCN(C(=S)NC3CCCCC3)CC2)cc1	5	99	-16	102	100	104	102	104	0.9	2	6
Cn1c(=O)c2cn3c(c2n(C)c1=O)C(c1ccccc1)CC(c1ccccc1)=N3 (stereo unspecified)	23	98	10	101	102	105	101	103	1.6	27	12

Assay outcomes as filed in PubChem.
